# From PubChem
# A340 absorber – absorbance at 340 nm; 65,000 tested, under 10 active; compound absorbance at 340 nm, fold over control; AID 708; fold change at 10 µM;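 active = at 10 µM dose, initial 340 nm absorbance at least 2 fold that of control wells; inactive = change under 2 fold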;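 also: initial absorbance extrapolated from kinetic A340 decline of NADH oxidation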
# CatL block – blocks human cathepsin L protease activity; purified cathepsin L, fluorogenic substrate, fluorescence; inhibition, %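 (tested at 10 µM)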; actives 0.17% (n = 58,000); in the data active = inhibition above about 45%;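 also: 0% = enzyme with no compound and 100% = no enzyme blank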
# Target sequence (P07711 114-288 limits assumed): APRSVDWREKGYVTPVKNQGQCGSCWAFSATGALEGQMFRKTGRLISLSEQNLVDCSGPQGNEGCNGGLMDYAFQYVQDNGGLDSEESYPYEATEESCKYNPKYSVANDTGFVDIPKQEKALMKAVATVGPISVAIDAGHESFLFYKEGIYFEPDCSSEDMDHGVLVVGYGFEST
# Target sequence (P07711 292-333 limits assumed): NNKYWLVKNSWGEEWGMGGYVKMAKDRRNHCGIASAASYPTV
# CatB block – blocks human cathepsin B protease activity | inhibition, %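 (tested at 10 µM)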 | actives 0.1% (n = 63,000) | purified cathepsin B, fluorogenic substrate, fluorescence; in the data active = inhibition above about 21%;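 also: 0% = enzyme with no compound and 100% = no enzyme blank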
# An asterisk follows results filed as active.
SMILES,A340 absorber,CatL block,CatB block
CC1(C(=O)O)CCC(C(=O)NC2CCCCCC2)C1(C)C (centres undefined),1,3,2
C=CCn1c(-c2ccc(OC)c(OC)c2)n[nH]c1=S,1,8,2
C=CCOn1c(=O)c(-c2ccc(OC)cc2)[n+]([O-])c2ccccc21,1.1,4,4
Cc1ccc(N2CC(C(=O)Nc3ccc(N(C)C)cc3)CC2=O)cc1C (centres undefined),1,14,5
CCCCOc1ccccc1P(=O)(O)CP(=O)(c1ccccc1)c1ccccc1,1,16,-1
CC(=O)[C@H]1[C@@H]2C(=O)N(c3cccc(Cl)c3)C(=O)[C@@H]2[C@H]2c3ccccc3C=CN21,1.1,-5,2
CCCCC(=O)NC(Nc1ccc(C)cn1)(C(=O)OCC)C(F)(F)F (centres undefined),1,-10,-2
CCn1nnc(C(=O)O)c1C(=O)O,0.99,-19,6
COCCNc1cc(C)c(C#N)c2nc3ccccc3n12,1,-320,-10
c1coc(-c2nnc3sc(Cc4cccs4)nn23)c1,1,18,2
CCc1[nH]c(=O)c(C#N)c2c1CCCC2,1.1,-8,-2
C=CCN=C(NC#N)SCCc1ccccc1,1,3,2
CC(C)c1cc(NCCCN2CCOCC2)n2c(nc3ccccc32)c1C#N,1.1,-333,-6
COC(=O)C(NC(=O)c1ccc(F)cc1)(Nc1nc(C)cs1)C(F)(F)F (centres undefined),1,0,2
COc1ccccc1C1/C(=C(\O)c2ccc3c(c2)OCCO3)C(=O)C(=O)N1CCCN(C)C (centres undefined),1,7,3
O=CNC(=O)c1ccccc1C(=O)O,0.99,2,-1
O=C(NCCCN1CCOCC1)C1(c2ccccc2)CCOCC1,1,14,0
Fc1ccccc1-c1nc(N2CCCCC2)c2ccccc2n1,1.1,-12,6
Cc1cccc(C)c1NC(=O)CSCC(=O)c1ccc(O)c(O)c1,1.1,-4,-6
CC(=O)Oc1ccc2c(C)cc(=O)[nH]c2c1,1,26,-1
CC1(C)Cc2[nH]c(=O)c(C#N)cc2CS1,1.1,0,5
CC(C)c1nc(NCCN2CCOCC2)c(C#N)c2c1COC(C)(C)C2,1.1,-9,4
O=C(NCCN1CCOCC1)c1cc2n(n1)C(C(F)(F)F)CC(c1ccc(F)cc1)N2 (centres undefined),1,8,1
CCCCOC(=O)Nc1ccc(S(=O)(=O)Nc2nc(C)cc(C)n2)cc1,1,0,8
N/C(CCCN1CCCCC1)=N/O,1,5,-2
# Other results
SMILES,A340 absorber,CatL block,CatB block
Cc1cccc(OCC(=O)N2CCC(N3CCOCC3)CC2)c1,1.1,5,1
O=C(O)CC(NCc1ccco1)C(=O)OCC1CCCO1 (centres undefined),1,19,-2
CCOc1cccc(-c2nn3c(-c4ccccn4)nnc3s2)c1,1,21,0
CN(C)c1nc2n(c(=O)n1)C(C#N)CS2 (centres undefined),1,-4,4
Cc1nc2c(c(=O)n1CC1CCCO1)c1nc3ccccc3nc1n2CCC(C)C (centres undefined),1.1,-165,-11
CCc1[nH]c(=O)c(C#N)c2c1CSC(C)(C)C2,1.1,12,4
CCCOC(=O)CSC1=C(C#N)C(c2ccc3c(c2)OCO3)CC(=O)N1 (centres undefined),1,11,4
O=c1[nH]c(=O)n(Cc2ccco2)c2c1C(C(F)(F)F)(C(F)(F)F)N=C(c1ccco1)N2,1.1,9,3
CCN(CC)CCNC(=O)c1c(C)oc2cc(Br)c(OC)cc12,1,1,2
Cc1ccc(Cn2ncc3c(N4CCN(c5ccc(C)cc5)CC4)ncnc32)cc1,1,4,-2
CSc1nc2[nH]c3c(c2c2nnnn12)CCCC3,1.1,9,1
C=CCc1c(C)c(C#N)c2nc3ccccc3n2c1N1CCN(C)CC1,1,-20,4
COc1cccc(OC)c1-c1nn2c(-c3ccccc3Cl)nnc2s1,1,19,2
Cc1c(C)[n+](=O)c2c(n1[O-])CCC2,1,4,0
N#CCCSc1nc(N2CCOCC2)c2c(c1C#N)CCCC2,1.1,-9,-1
CC(C)Cc1[nH]c(=O)c(C#N)c2c1COC(C)(C)C2,1.1,-10,3
O=C(c1ccc(-n2cnnn2)cc1)N1CCOCC1,1,0,1
c1ccc(-n2ncc3c(N4CCCC4)ncnc32)cc1,0.99,37,-3
CCCCNC(=O)c1c(N)n(/N=C/c2cccnc2)c2nc3ccccc3nc12,1.1,-7,-1
COC(=O)c1ccccc1NC(=O)C1COc2ccccc2O1 (centres undefined),0.99,23,0
Cc1nnc2n(Cc3ccccc3)c(=O)c3c4c(sc3n12)CN(Cc1ccccc1)CC4,1.1,32,0
CC1CN(c2oc(-c3cccs3)nc2C#N)CC(C)O1 (centres undefined),1.1,-488,-12
CC(=O)/C(C#N)=C1\NC(=O)C(Cc2ccccc2)S1 (centres undefined),1.1,18,2
COc1ccccc1Nc1ncc(-c2cccs2)s1,1,5,1
CC1(C)Cc2c(oc3ncn4ncnc4c23)CO1,1,3,2
# Continued.
SMILES,A340 absorber,CatL block,CatB block
Cc1ccc(S(=O)(=O)/C(C#N)=C/c2c(N3CCN(C)CC3)nc3ccccn3c2=O)cc1,1,-13,5
O=C(O)C(O)c1ccco1 (centres undefined),1.1,7,-1
CNC(=O)c1ncnnc1N(C)C(=O)NCc1ccccc1,1,-13,2
CCOc1cccc(-c2nnc3sc(-c4cc(OC)c(OC)c(OC)c4)nn23)c1,1.1,11,2
CC(=O)NCC(=O)OCN1C(=O)c2ccccc2C1=O,1,6,2
CC1CN(C2CCN(C(=O)c3ccccc3)CC2)CC(C)O1 (centres undefined),1,-6,0
CCOC(=O)C1=C(N)n2c(s/c(=C\c3cccnc3)c2=O)=C(C(=O)OC)C1c1cccnc1 (centres undefined),1,9,8
Nc1nnnn1CC(=O)OCc1cccc(Br)c1,1,20,1
O=C(NCc1ccco1)c1cnn2c1NC(c1ccccc1)CC2C(F)(F)F (centres undefined),1,16,1
c1cc(-c2nnc3sc(C4CCCCC4)nn23)ccn1,1,12,3
CC(C)(C)C1=Nn2c(nnc2-c2ccco2)SC1,1,2,0
CC1(C)Cc2c(c(N3CCOCC3)nc3snc(Br)c23)CO1,1.1,5,9
COC(=O)c1[nH]c2cc(OC)ccc2c1NC(=O)CN1CCN(c2cccc(C)c2)C(C)C1 (centres undefined),1,8,4
CCOC(=O)c1n[nH]c2ccccc12,1,-6,5
CCCCCNC(=O)C(C#N)c1nc2ccccc2nc1N1CC(C)OC(C)C1 (centres undefined),0.89,-15,6
CCCCC(CCC(=O)Nc1ccc(C(=O)OCC)cc1)C(=O)O (centres undefined),1,-13,0
CC(C)OC(=O)C(C#N)c1nc2ccccc2nc1N1CCCC1 (centres undefined),0.96,-6,-4
COCCN(Cc1ccccc1)P(=O)(O)c1ccccc1OCC(=O)O,0.99,-1,-1
COCc1[nH]nc2c1C(c1ccc(OC)cc1)C(C#N)=C(N)O2 (centres undefined),1,2,2
CCCCC1(C(=O)OCC)CC(CN2CCOCC2)OC1=O (centres undefined),1,10,1
N#Cc1c(N2CCOCC2)nc(-c2ccco2)c2c1CCCC2,1.1,-28,7
CCCCOC(=O)C(C)c1c(C)[nH]c(=S)[nH]c1=O (centres undefined),1,-4,-6
COc1ccc(OCC(O)CN2C(=O)NC(C)(C)C2=O)cc1 (centres undefined),1,22,-1
Cc1cc(N2C(=O)C(=O)/C(=C(/O)c3ccc(F)cc3)C2c2cccc(Br)c2)no1 (centres undefined),1.1,23,2
Cn1c(SCC(=O)N2CCOCC2)nnc1-c1ccc(Cl)cc1Cl,1,-6,-2
# Next part
SMILES,A340 absorber,CatL block,CatB block
CC1(C)Cc2c(c(-c3ccccc3Cl)[nH]c(=O)c2C#N)CO1,1.1,-2,2
CCN1CCc2c(C#N)c(N3CCOCC3)nc(NCCO)c2C1,1.1,-29,11
COC(=O)c1ccc(C2/C(=C(\O)c3ccc4c(c3)OCCO4)C(=O)C(=O)N2CCCN(C)C)cc1 (centres undefined),1.1,11,2
C=CCc1cccc(CNc2nc3ccccc3n2C(C)C)c1O,1,15,2
Cc1nc2sc3c(NCc4ccco4)ncnc3c2c2c1COC(C)(C)C2,1.1,6,-1
CCOC(=O)C1=C(CSc2nc(-c3ccncc3)ccc2C#N)OC(N)=C(C#N)C1c1cccnc1 (centres undefined),1.1,8,2
CCN(CC)c1ccc2cc(-c3nnc(-c4ccncc4)o3)c(=O)oc2c1,1,-2,5
CCSc1nnc(NC(=O)NCC(F)(F)F)s1,1,-16,5
CC(C)CNC(=O)c1c(N)n(/N=C/c2cccnc2)c2nc3ccccc3nc12,1,-147,-6
CC(C)(C)NC(=O)CSc1nsc(SCC(=O)NC(C)(C)C)c1C#N,1,0,-1
CCOC(=O)c1cc2cc(OC)ccc2[nH]1,1,2,0
COc1ccc(-c2nnc3sc(COc4ccccc4)nn23)cc1,1,-14,4
O=C(NCCN1CCCCC1)/C(=N\O)c1ccccc1,0.99,14,1
CCOC(=O)COn1c(=O)c(-c2ccc(OC)c(OC)c2)[n+]([O-])c2ccccc21,1.1,-6,0
Cc1cc(C)n2c3c(c(C#N)c2n1)CC(C)(C)OC3,1.1,5,2
CCOC(=O)CSc1nc(-c2ccncc2)ccc1C#N,1.1,-18,1
COc1ccc(-c2nnc3sc(-c4ccccc4OC)nn23)cc1,1,-10,3
O=C(Nc1ccccn1)c1ccc(=O)[nH]n1,1,1,0
O=C(c1cc(N2CCCCC2)nc2ccccc12)N1CCOCC1,1,0,2
CCOC(=O)c1sc2c(c1C)c(=O)c(C(=O)OCC)cn2CC,1,-13,1
Cn1c(=O)c2c(nc(Oc3ccc4c(c3)OCO4)n2Cc2ccc(Br)cc2)n(C)c1=O,1,3,-4
CCCN(CCC)c1nc2ccccc2nc1C(C#N)C(=O)OC(C)COC (centres undefined),1,29,0
Nc1c(C(=O)NCC2CCCO2)c2nc3ccccc3nc2n1/N=C/c1ccncc1 (centres undefined),1.1,2,4
Clc1cccc(-c2nn3c(-c4cccc(Cl)c4)nnc3s2)c1,1,2,4
CC1CCN(c2ncnc3c2cnn3Cc2ccc(Cl)cc2)CC1,1,10,-5
# More compounds follow:
SMILES,A340 absorber,CatL block,CatB block
N#CC(C(=O)NC1CCCCC1)c1nc2ccccc2nc1N1CCN(c2ccccc2F)CC1 (centres undefined),1,18,0
CCN(CC)c1nc(-c2cccc(OC)c2O)nc2ccccc12,1,-15,-1
C=CCOC(=O)C1=C(C)NC(SCC(=O)N(CC)CC)=C(C#N)C1c1ccccc1 (centres undefined),1,4,-1
CNS(=O)(=O)c1cccc2nsnc12,1,0,1
COc1ccc(CN(C)CCc2ccccn2)c(OC)c1OC,1,13,-2
O=C(CN1C(=O)c2ccccc2C1=O)NCc1ccccn1,1,10,-1
CCCn1c(SCC(N)=O)nc2c(c1=O)C1(CCCC1)Cc1ccccc1-2,1,18,2
COc1ccc(OC)c(C2=Nn3c(nnc3-c3ccco3)SC2)c1,1.1,2,4
CCOC(=O)c1cc2c(=O)n3cccc(C)c3nc2n(Cc2cccnc2)c1=N,1,-212,-4
CC(C)c1nc(N2CCOCC2)c(C#N)c2c1COC(C)(C)C2,1,-56,1
Nc1nc2n(n1)C(c1cccs1)CC(c1ccc(Br)cc1)N2 (centres undefined),1,-25,-3
Cc1cccc(-c2nnc3n2N=C(c2ccccc2)CS3)c1,1.1,12,2
COc1ccc(OC)c(NC(=O)CSc2nnc(-c3ccco3)n2-c2ccc(C(=O)O)cc2)c1,1,-20,0
CCC1(C)Cc2c(sc3c2c(=O)n(C)c2nnc(SCc4ccccc4)n32)CO1 (centres undefined),1,19,0
COc1ccc(CNC(=O)c2c(C)cc(=O)oc2C)cc1OC,1,14,7
CCOC(=O)c1c(C)n(C)c2ccc(OC)c(NC(=O)CN3CCSCC3)c12,1,20,-1
COc1ccc(N2C(=O)CN=C2Nc2nc(C)cc(C)n2)cc1,1,20,2
COC(=O)c1c(-n2cnnn2)sc(C)c1C,1,19,-3

# Structural class: those above with a thiophene ring, fused or not
SMILES,A340 absorber,CatL block,CatB block
c1coc(-c2nnc3sc(Cc4cccs4)nn23)c1,1,18,2
Cc1nnc2n(Cc3ccccc3)c(=O)c3c4c(sc3n12)CN(Cc1ccccc1)CC4,1.1,32,0
CC1CN(c2oc(-c3cccs3)nc2C#N)CC(C)O1 (centres undefined),1.1,-488,-12
COc1ccccc1Nc1ncc(-c2cccs2)s1,1,5,1
Cc1nc2sc3c(NCc4ccco4)ncnc3c2c2c1COC(C)(C)C2,1.1,6,-1
CCOC(=O)c1sc2c(c1C)c(=O)c(C(=O)OCC)cn2CC,1,-13,1
Nc1nc2n(n1)C(c1cccs1)CC(c1ccc(Br)cc1)N2 (centres undefined),1,-25,-3
CCC1(C)Cc2c(sc3c2c(=O)n(C)c2nnc(SCc4ccccc4)n32)CO1 (centres undefined),1,19,0
COC(=O)c1c(-n2cnnn2)sc(C)c1C,1,19,-3

# Exported with values under each structure: part of the list above.
# Below each SMILES – A340 absorber | CatL block | CatB block
COCc1[nH]nc2c1C(c1ccc(OC)cc1)C(C#N)=C(N)O2 (centres undefined)
→ 1 | 2 | 2
CCCCC1(C(=O)OCC)CC(CN2CCOCC2)OC1=O (centres undefined)
→ 1 | 10 | 1
N#Cc1c(N2CCOCC2)nc(-c2ccco2)c2c1CCCC2
→ 1.1 | -28 | 7
CCCCOC(=O)C(C)c1c(C)[nH]c(=S)[nH]c1=O (centres undefined)
→ 1 | -4 | -6
COc1ccc(OCC(O)CN2C(=O)NC(C)(C)C2=O)cc1 (centres undefined)
→ 1 | 22 | -1
Cc1cc(N2C(=O)C(=O)/C(=C(/O)c3ccc(F)cc3)C2c2cccc(Br)c2)no1 (centres undefined)
→ 1.1 | 23 | 2
Cn1c(SCC(=O)N2CCOCC2)nnc1-c1ccc(Cl)cc1Cl
→ 1 | -6 | -2

# A portion of the library. The share of hits here may be higher or lower than overall.
